proKLK7 act: activates the human kallikrein-7 zymogen; P49862; purified proKLK7, EDANS-DABCYL substrate fluorescence; 100% is mature enzyme control, 0% vehicle; activation, % at 7 µM; 0.9% of 370,000 active; AID 652039;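 active = activation above the mean of all tested compounds plus 3 SD, computed per campaign excluding outliers beyond control limits, cut at about 13% in these data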
ASAP1 GAP inh: ASAP1 ArfGAP inhibition | Q9ULH1 | ASAP1-stimulated ARF1 GTP hydrolysis, GDP FP detection | inhibition, % at 16.5 µM | 0.19% of 360,000 active; in the data active = inhibition above about 25%;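 note: 0% = vehicle with enzyme and substrate and 100% = no enzyme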
Target sequence (Q9ULH1 325-724 limits assumed): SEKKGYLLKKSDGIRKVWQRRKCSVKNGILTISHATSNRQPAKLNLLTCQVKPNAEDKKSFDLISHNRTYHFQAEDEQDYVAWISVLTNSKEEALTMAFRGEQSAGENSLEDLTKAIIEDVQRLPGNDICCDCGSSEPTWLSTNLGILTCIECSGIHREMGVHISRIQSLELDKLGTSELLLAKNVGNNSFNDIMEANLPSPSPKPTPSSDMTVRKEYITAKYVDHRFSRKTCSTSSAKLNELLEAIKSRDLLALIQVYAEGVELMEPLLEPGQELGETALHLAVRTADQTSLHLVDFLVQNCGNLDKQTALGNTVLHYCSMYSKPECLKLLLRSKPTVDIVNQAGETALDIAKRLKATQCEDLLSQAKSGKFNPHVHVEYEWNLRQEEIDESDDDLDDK
ADAM17 inh: inhibitors of human ADAM17. inhibition, % at 6.95 µM. P78536. AID 720648. 0.83% of 370,000 active. recombinant ADAM17, EDANS/DABCYL FRET peptide cleavage;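 active = inhibition above the mean of compounds lying between control limits plus 3 SD, set per campaign, cut at about 8.5% in these data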;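 note: 0% = DMSO-only wells as the low control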
TDP2 inh: blocks human TDP2 phosphodiesterase activity. inhibition, % at 12.8 µM. O95551. AID 720702. recombinant TDP2, T5PNP hydrolysis, p-nitrophenol absorbance 415 nm. 0.34% of 370,000 active;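 active = inhibition above the mean of all tested compounds plus 3 SD, set per campaign, cut at about 25% in these data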;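 note: 0% = DMSO with enzyme and 100% = buffer with substrate but no TDP2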
Target sequence (O95551 whole entry, looked up): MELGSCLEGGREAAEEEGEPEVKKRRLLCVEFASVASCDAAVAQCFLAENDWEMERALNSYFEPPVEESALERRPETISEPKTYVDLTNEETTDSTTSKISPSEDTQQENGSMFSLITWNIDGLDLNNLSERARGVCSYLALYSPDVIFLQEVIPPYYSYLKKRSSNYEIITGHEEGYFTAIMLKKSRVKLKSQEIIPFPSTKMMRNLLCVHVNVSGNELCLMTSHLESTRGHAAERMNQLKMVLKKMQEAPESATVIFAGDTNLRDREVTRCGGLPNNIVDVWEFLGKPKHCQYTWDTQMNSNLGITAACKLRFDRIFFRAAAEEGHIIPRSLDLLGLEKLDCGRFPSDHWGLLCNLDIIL
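Assay system: Recombinant human TDP2 | Quantity: 120 nM TDP2 per well | Incubation: 2 h at 37 °C | Signal: Epi absorbance | Evaluation: Percent inhibition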
ARFGAP1 inh: inhibitors of rat ARFGAP1. 0.26% of 360,000 active. Q62848. inhibition, % at 16.5 µM. Arfgap1-stimulated ARF1 GTP hydrolysis, GDP FP detection;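 active = inhibition above a per-plate limit, mean inhibition of low control wells plus 3 SD, cut at about 25% in these data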;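 note: 0% = DMSO wells with enzyme and 100% = wells lacking Arfgap1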
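Material: truncated rat Arfgap1 GAP domain; Incubation: compound-enzyme preincubation 20 min, reaction 120 min, detection 60 min, 25 °C; Read-out: percent inhibition of Arfgap1-stimulated GTP hydrolysis; Technique: FP, GDP Alexa 633 tracer displaced from anti-GDP antibody, 620/688 nm; Controls: No-Arfgap1 wells (100%) versus DMSO full-reaction wells (0%); Replication: single well per compound.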
LEDGF integ inh: blocks HIV-1 LEDGF/p75-dependent DNA integration; TR-FRET IN-LEDGF/p75 DNA integration, Eu/Cy5; inhibition, % at 3.7 µM; 0.64% of 370,000 active; AID 743269;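 active = inhibition above the screen-wide mean plus 3 SD, cut at about 13% in these data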;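 note: signal is the Cy5 over europium emission ratio at 671 and 618 nm; 0% = plate median of compound wells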
DDE Tn6 FP inh: disrupts Tn6 cyclic peptide binding to fibrin D-Dimer-E complex | Fibrin DD(E) TRITC-Tn6 fluorescence polarization displacement | inhibition, % at 8.3 µM | 0.21% of 370,000 active | P02675;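 active = inhibition above a per-campaign cutoff: mean of compounds within control limits plus 3 SD, cut at about 15% in these data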;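 note: 0% = median of all compound wells on the plate and 100% = blocking peptide control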
PLC-gamma1 inh: inhibitors of human phospholipase C gamma1; 0.84% of 370,000 active; purified PLC-gamma1, fluorogenic substrate, fluorescence; inhibition, % at 12.2 µM; in the data active = inhibition above about 9.5%
DDE Tn7 FP inh: disrupts Tn7 cyclic peptide binding to fibrin D-Dimer-E complex; 0.13% of 370,000 active; FP displacement of FITC-Tn7 peptide from fibrin DD(E); 0% = median of compound wells per plate; inhibition, % at 8.3 µM; AID 720508;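 active = inhibition above the mean of compounds falling within the control limits plus 3 SD of them, cut at about 14% in these data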;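 note: 0% = plate median of compound wells and 100% = 10 µM Aha-Tn7 peptide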
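Assay system: human fibrin DD(E) protein / Input: 2 µM fibrin DD(E) / Benchmarks: high control of 10 µM Aha-Tn7 peptide / Measured by: fluorescence polarization of the labelled Tn7 tracer / Medium: Tris buffer with calcium and detergent, pH 7.8 / Timing: 10 min compound pre-incubation, 3 h probe incubation at room temperature / Repeats: one replicate per compound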
ADAM10 inh: ADAM10 inhibition, QFRET primary screen; O14672; recombinant ADAM10, EDANS/DABCYL FRET peptide cleavage, 3 h; inhibition, % at 7 µM; 0.62% of 370,000 active;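 active = inhibition above a per-campaign cutoff equal to the mean of compounds falling between control-based bounds plus 3 SD, cut at about 20% in these data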;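 note: 0% = DMSO wells while the 100% control is not disclosed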
Starred values were filed as active, the others as inactive; i = inactive.

entry | smiles | proKLK7 act | ASAP1 GAP inh | ADAM17 inh | TDP2 inh | ARFGAP1 inh
1 | O=C(c1ccccc1)c1ccccc1C(=O)N1CCOCC1 | 0.1 | 5 | -4 | 6 | -10
2 | CCc1ccc(NC(=S)N(Cc2ccc(Cl)cc2)Cc2ccc(C(=O)O)cc2)cc1 | -0.6 | 8 | 3 | 7 | 9
3 | O=C(CNC(=O)c1cccs1)OCc1c(F)cccc1Cl | -0.4 | -7 | -1 | -16 | -12
4 | CC1CCN(CCCNC(=O)CCc2nnc3n(CCc4ccccc4)c(=O)c4ccccc4n23)CC1 | 0.0 | 6 | -4 | 13 | 6
5 | COc1ccc(C2CC(C(F)(F)F)n3nc(C(=O)O)c(Cl)c3N2)cc1OC (stereo unspecified) | -0.1 | -6 | -1 | 12 | -10
6 | CCOC(=O)C1=C(O)C(Nc2nc3ccccc3s2)(C(F)(F)F)N=C1C (stereo unspecified) | -1.2 | -3 | -6 | 8 | 2
7 | OCCCNc1ncnc2sc3c(c12)CCN(Cc1ccccc1)C3 | 11 | 16 | -464 | 1 | 16
8 | O=C(NCCCN1CCOCC1)c1cc(Cl)ccc1Cl | 0.4 | -12 | 1 | 15 | 7

entry | LEDGF integ inh | DDE Tn6 FP inh | PLC-gamma1 inh | DDE Tn7 FP inh | ADAM10 inh
1 | 0 | 4 | 2 | -7 | -7
2 | 7 | 0 | -1 | -3 | -3
3 | 2 | 0 | 6 | 3 | 15
4 | 1 | 1 | 2 | -1 | -10
5 | -3 | 5 | 0 | 4 | 6
6 | 0 | -2 | -8 | 0 | -5
7 | -1 | -7 | -226 | -1 | i
8 | -2 | 0 | 1 | 6 | -1

Some entries already given, reduced to LEDGF integ inh and PLC-gamma1 inh:
# | structure | LEDGF integ inh | PLC-gamma1 inh
1 | O=C(c1ccccc1)c1ccccc1C(=O)N1CCOCC1 | 0 | 2
2 | CCc1ccc(NC(=S)N(Cc2ccc(Cl)cc2)Cc2ccc(C(=O)O)cc2)cc1 | 7 | -1

New compounds follow
entry | smiles | proKLK7 act | ASAP1 GAP inh | ADAM17 inh | TDP2 inh | ARFGAP1 inh
9 | O=C(O)CCN1c2ccccc2Sc2ccccc21 | -0.5 | 8 | -2 | -11 | 8
10 | O=C(CSCc1ccc(Cl)cc1)N/N=C/c1c(Cl)cccc1Cl | -0.1 | 3 | 3 | 5 | 0
11 | COc1cc(C(=O)N2CCN(S(=O)(=O)c3cccc(F)c3)CC2)ccc1OCC(=O)N1CCOCC1 | 0.2 | -1 | -2 | -2 | -3
12 | O=C(NCN1CCOCC1)c1cnccn1 | 0.2 | 2 | 0 | 8 | 2
13 | O=C(/C=C(\Nc1cccc(Cl)c1F)c1ccccc1)c1ccccc1 | 0.2 | -3 | 0 | -5 | 0
14 | CC(NC(=O)c1cccc(Br)c1)c1ccccc1 (stereo unspecified) | -0.4 | 5 | -4 | 11 | 0
15 | CC(C)OC(=O)CC(=O)CC(O)c1cccc([N+](=O)[O-])c1 (stereo unspecified) | -0.2 | 1 | 2 | 1 | -10
16 | CNC[C@@H](C)NC[C@@H](Cc1ccccc1)NCCc1ccccc1 | -0.8 | -15 | -1 | -6 | 1

entry | LEDGF integ inh | DDE Tn6 FP inh | PLC-gamma1 inh | DDE Tn7 FP inh | ADAM10 inh
9 | -2 | -3 | 1 | -11 | -1
10 | 4 | 1 | 2 | 0 | 6
11 | -4 | -3 | 2 | 3 | -7
12 | 3 | 2 | 1 | 1 | 1
13 | -1 | -1 | 1 | 9 | -4
14 | -2 | -4 | 4 | -4 | -2
15 | -5 | 10 | -2 | 1 | 0
16 | 0 | -4 | 2 | 0 | -4

Continued.
entry | smiles | proKLK7 act | ASAP1 GAP inh | ADAM17 inh | TDP2 inh | ARFGAP1 inh
17 | Oc1ccc(O)c(Cc2nc3ccccc3[nH]2)c1 | 1.7 | -4 | -2 | 3 | 6
18 | Clc1ccccc1NN(Cc1ccccn1)c1ccccc1Cl | 0.1 | 15 | 7 | 3 | -5
19 | CCCN(C#N)c1nc(NCC)nc(NC(C)C)n1 | 0.1 | -6 | 0 | 9 | 0
20 | CC(=O)Nc1ccc(S(=O)(=O)NC(C(=O)O)C(C)O)cc1 (stereo unspecified) | 0.3 | -9 | -3 | 1 | 3
21 | CCOC(=O)C1=C(C)NC(=O)NC1c1ccc(NC(C)=O)cc1 (stereo unspecified) | 0.7 | -4 | 5 | -11 | 7

entry | LEDGF integ inh | DDE Tn6 FP inh | PLC-gamma1 inh | DDE Tn7 FP inh | ADAM10 inh
17 | 2 | -6 | -7 | -2 | 15
18 | 1 | -5 | 3 | 6 | 9
19 | 1 | 9 | -1 | -3 | 10
20 | -4 | -4 | -1 | -4 | -4
21 | 8 | -3 | -2 | 0 | 6

Filtered by structure: the compounds so far containing a carbonyl joined to an NH by a bond outside any ring
entry | smiles | proKLK7 act | ASAP1 GAP inh | ADAM17 inh | TDP2 inh | ARFGAP1 inh
3 | O=C(CNC(=O)c1cccs1)OCc1c(F)cccc1Cl | -0.4 | -7 | -1 | -16 | -12
4 | CC1CCN(CCCNC(=O)CCc2nnc3n(CCc4ccccc4)c(=O)c4ccccc4n23)CC1 | 0.0 | 6 | -4 | 13 | 6
8 | O=C(NCCCN1CCOCC1)c1cc(Cl)ccc1Cl | 0.4 | -12 | 1 | 15 | 7
10 | O=C(CSCc1ccc(Cl)cc1)N/N=C/c1c(Cl)cccc1Cl | -0.1 | 3 | 3 | 5 | 0
12 | O=C(NCN1CCOCC1)c1cnccn1 | 0.2 | 2 | 0 | 8 | 2
14 | CC(NC(=O)c1cccc(Br)c1)c1ccccc1 (stereo unspecified) | -0.4 | 5 | -4 | 11 | 0
20 | CC(=O)Nc1ccc(S(=O)(=O)NC(C(=O)O)C(C)O)cc1 (stereo unspecified) | 0.3 | -9 | -3 | 1 | 3
21 | CCOC(=O)C1=C(C)NC(=O)NC1c1ccc(NC(C)=O)cc1 (stereo unspecified) | 0.7 | -4 | 5 | -11 | 7

entry | LEDGF integ inh | DDE Tn6 FP inh | PLC-gamma1 inh | DDE Tn7 FP inh | ADAM10 inh
3 | 2 | 0 | 6 | 3 | 15
4 | 1 | 1 | 2 | -1 | -10
8 | -2 | 0 | 1 | 6 | -1
10 | 4 | 1 | 2 | 0 | 6
12 | 3 | 2 | 1 | 1 | 1
14 | -2 | -4 | 4 | -4 | -2
20 | -4 | -4 | -1 | -4 | -4
21 | 8 | -3 | -2 | 0 | 6

Screening results from PubChem BioAssay.
